# Assay outcomes as filed in PubChem.
# BAP1 block = inhibitors of BAP1 deubiquitinase, primary screen, biochemical, Ub-AMC fluorescence, kinetic | Ubiquitin carboxyl-terminal hydrolase BAP1 (Homo sapiens), Q92560 | recombinant BAP1, Ub-AMC hydrolysis fluorescence kinetic; active compounds read low | activity remaining (% of control), % at 20 µM | 0.48% of 72,000 active | AID 436, 2006;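 active means activity remaining at or below 50% of control, provided the compound also passes the data quality filters; inactive means the rest, including low values that fail the filters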;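 further: 100% = DMSO wells rate and 0% = substrate alone blank rate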
# Target sequence (Q92560 whole entry, looked up): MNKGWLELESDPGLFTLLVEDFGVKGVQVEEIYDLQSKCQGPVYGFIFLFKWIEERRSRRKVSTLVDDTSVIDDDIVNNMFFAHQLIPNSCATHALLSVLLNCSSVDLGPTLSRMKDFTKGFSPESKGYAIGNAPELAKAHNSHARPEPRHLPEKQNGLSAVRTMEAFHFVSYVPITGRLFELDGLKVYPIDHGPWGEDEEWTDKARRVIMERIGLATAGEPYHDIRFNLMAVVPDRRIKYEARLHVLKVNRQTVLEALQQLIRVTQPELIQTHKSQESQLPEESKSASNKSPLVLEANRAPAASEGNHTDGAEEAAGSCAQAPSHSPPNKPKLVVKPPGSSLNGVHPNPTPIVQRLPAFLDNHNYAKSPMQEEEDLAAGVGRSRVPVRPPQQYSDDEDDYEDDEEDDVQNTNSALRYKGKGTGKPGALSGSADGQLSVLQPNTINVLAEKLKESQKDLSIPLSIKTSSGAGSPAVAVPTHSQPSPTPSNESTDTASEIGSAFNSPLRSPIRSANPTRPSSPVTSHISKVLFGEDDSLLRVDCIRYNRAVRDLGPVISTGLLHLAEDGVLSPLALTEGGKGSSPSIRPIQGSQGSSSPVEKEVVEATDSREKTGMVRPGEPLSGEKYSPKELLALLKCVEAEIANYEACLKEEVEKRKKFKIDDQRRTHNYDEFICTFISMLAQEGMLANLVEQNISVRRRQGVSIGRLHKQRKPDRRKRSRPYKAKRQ
# HePTP inhibitor = inhibitors of human HePTP phosphatase, primary screen, biochemical, absorbance, leukemia target; Tyrosine-protein phosphatase non-receptor type 7 (Homo sapiens), P35236; recombinant HePTP phosphatase activity, OD absorbance; inhibition, % at 20 µM; 0.64% of 110,000 active; AID 521, 2006; in the data active means inhibition above about 50%;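 further: plate controls were vehicle for no effect and reference inhibitor for full effect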
# Target sequence (P35236 whole entry, looked up): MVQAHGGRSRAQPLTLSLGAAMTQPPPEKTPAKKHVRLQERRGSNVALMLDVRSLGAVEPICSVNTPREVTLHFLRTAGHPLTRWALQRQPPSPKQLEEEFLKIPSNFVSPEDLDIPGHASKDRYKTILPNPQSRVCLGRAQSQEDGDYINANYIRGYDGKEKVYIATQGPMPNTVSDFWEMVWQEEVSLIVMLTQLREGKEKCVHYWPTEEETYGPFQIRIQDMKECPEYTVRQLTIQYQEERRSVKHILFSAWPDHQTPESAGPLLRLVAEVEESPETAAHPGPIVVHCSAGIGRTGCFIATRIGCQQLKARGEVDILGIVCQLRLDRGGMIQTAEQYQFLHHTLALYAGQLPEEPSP
# * marks the source's active call; other numbers are inactive results; x = no result given; & = joins results of further samples.
Compound | BAP1 block | HePTP inhibitor
O=S(=O)(c1ccc(NC(=S)Nc2ccc(F)cc2)cc1)N1CCCC1 | x | 7
CC(=O)N=C1SC2CS(=O)(=O)CC2N1c1c(Cl)cccc1Cl (configuration not stated) | 99 | -1&-15
NC(=O)c1ccc(NC(=O)c2cc3ccccc3cc2O)cc1 | x | 29
COc1cccc(NC(=O)c2ccc(F)cc2)c1 | x | -1
COc1ccc(S(=O)(=O)Nc2nncs2)cc1 | 149 | 8
O=C(NCc1ccccc1)C1C2C=CC3(CN(Cc4cccnc4)C(=O)C13)O2 (configuration not stated) | 117 | -2
CCc1c(C(=O)Nc2ccncc2)csc1C | 69 | -10
CCOC(=O)N1CCC(NC(=O)c2ccc(NC(=O)C3CCCO3)cc2)CC1 (configuration not stated) | x | -4
CCOc1ccc(NC2(c3ccccc3)C(=O)c3ccccc3C2=O)cc1 | x | 6
Cc1ccc(-n2c(=O)c3c4c(sc3n3c(SCC(N)=O)nnc23)CCCC4)cc1 | x | 3
O=C(CS(=O)(=O)c1ccccc1)Nc1nc(-c2ccccc2)cs1 | 71 | 2
CCOc1ccccc1OCCCCCc1c(C)n[nH]c1C | 95 | 5
COC(=O)c1c(NC(=O)c2cccs2)sc2c1CCC(C)C2 (configuration not stated) | x | 10
Nc1nonc1-c1noc(CCCCCN2C(=O)c3ccccc3C2=O)n1 | 106 | 7
Cc1nc(-c2ccccc2)nc(N/N=C/c2ccncc2)c1C | x | -10
CCOc1cc(C2C3=C(CC(C)(C)CC3=O)NC3=C2C(=O)c2ccccc23)ccc1O (configuration not stated) | x | -6
O=C(/C=C/c1ccccc1)Nc1ccc(S(=O)(=O)N2CCOCC2)cc1 | x | -18
CC(=O)C1C(=O)CC(C)(O)C(C(C)=O)C1C=Cc1ccccc1 (configuration not stated) | 60 | x
CCOC(=O)CSc1nnc(CNC(=O)c2cccs2)n1-c1cc(C)ccc1C | 110 | 7
CN(C)/C=C\C=C\C(=O)C1C2CC3CC(C2)CC1C3 (configuration not stated) | x | 7
O=C(CCC1CCCC1)NC1CCCCC1 | x | 5
CCOC(=O)c1c(NC(=O)/C=C/c2cccs2)sc2c1CCC2 | x | 3
Cn1c(C(=O)Nc2ccc3c(c2)OCCO3)cc2sccc21 | 90 | 4
COc1ccc(OC)c(C(=O)CSc2nnc(Cc3cccs3)n2C)c1 | 71 | 2
COc1ccc(/C=N/n2cnnc2)cc1COc1ccc(NC(C)=O)cc1 | x | 7

# (further entries)
Compound | BAP1 block | HePTP inhibitor
O=S(=O)(c1cccs1)N1CCN(CC(O)COC2CCCc3ccccc32)CC1 (configuration not stated) | 90 | -10
Cc1noc(C(=O)N2CC3(C)CC2CC(C)(C)C3)c1Cl (configuration not stated) | 95 | 6
COc1ccccc1-c1c(C#N)c(SCC(=O)N2CCCC2)nc(C)c1C(N)=O | x | -1
O=C(CCCn1c(=O)c2sccc2n(CC(=O)OCc2ccccc2)c1=O)NCc1ccco1 | 95 | 5
O=C(N/C(=C/c1ccccc1)C(=O)N1CCCCC1)c1ccco1 | x | 6
COc1cccc(CN2CCN(C3CCCCC3OC)CC2)c1OC (configuration not stated) | x | -1
CCOC(=O)CC1=C(C(=O)OCC)C(c2ccc(C)o2)C(C#N)=C(N)O1 (configuration not stated) | 86 | -3
COc1ccccc1C(=O)NCCCN1CCCC1=O | 72 | 4
CCOC(=O)N1CCC2(CC1)C(C#N)=C(N)Oc1n[nH]c(CSc3ccc(C)cc3)c12 | 87 | 5
O=C(c1oc(=O)c2ccccc2c1-c1ccccc1)N1CCN(C2CCCCC2)CC1 | 90 | 5
C=CCn1cnc2c(c1=O)c1nc3ccccc3nc1n2/N=C/c1cccc(OC)c1OC | 73 | 15
NC(=O)c1cc(Cc2ccccc2)sc1NC(=O)c1ccco1 | x | 2
O=C(CCN1C(=O)COc2ccccc21)NCCN1CCc2ccccc2C1 | 90 | -4
O=C(c1ccccc1NS(=O)(=O)c1cccs1)N1CCCC1 | x | -9
Cc1cc(NCCN2CCCCCC2)n2c(nc3ccccc32)c1C#N | x | -9
CCOC(=O)C1=C(C)N=C2SCC(=O)N2C1c1ccc(-c2cccc([N+](=O)[O-])c2)o1 (configuration not stated) | x | 7
CCCNC(=O)C1CCN(c2nc(C)cc(C)n2)CC1 | 81 | -4
CCC(Oc1ccccc1)C(=O)N1CCN(C(c2ccccc2)c2ccccc2)CC1 (configuration not stated) | x | -12
COc1cc(NC(=O)c2cccs2)ccc1NC(=O)c1cc2ccccc2o1 | x | 6
Cc1cc(NC(=O)CN2CCCC2c2nc3ccccc3s2)no1 (configuration not stated) | 90 | 7
CC(C)C(=O)Nc1ccc2oc(-c3cccc4ccccc34)nc2c1 | x | 7
Cc1nnc(SC(C)C(=O)Nc2ccc(S(=O)(=O)N3CCCCC3)cc2)s1 (configuration not stated) | 96 | 4
O=C(O)c1ccccc1NC1=C(Cl)C(=O)N(c2ccc(Br)cc2)C1=O | x | 8
CCN(CC)C(=O)c1cn(C)c(=O)c2cc(OC)c(OC)cc12 | x | 10
Cn1cccc1C(=O)Nc1nc(-c2ccccn2)cs1 | 101 | x

# Complete entries from above. Order of values: BAP1 block	HePTP inhibitor
# Listed for COc1cc(NC(=O)c2cccs2)ccc1NC(=O)c1cc2ccccc2o1 : x	6
# Listed for CCOC(=O)C1=C(C)N=C2SCC(=O)N2C1c1ccc(-c2cccc([N+](=O)[O-])c2)o1 (configuration not stated) : x	7

# Continued.
Compound | BAP1 block | HePTP inhibitor
Cc1ccc(NC(=O)c2ccccc2N)cc1 | x | 16
CCOC(=O)C(C#N)C(c1ccc(C)cc1)C1CCOC(C)(CC)C1 (configuration not stated) | x | 3
COC(=O)c1ccccc1NC(=O)CSc1nnc(-c2ccoc2C)n1C | 93 | 5
CC(=O)C1=C(C)Nc2ncnn2C1c1ccc(Cl)cc1Cl (configuration not stated) | 90 | 6
CCOc1ccccc1N1CCN(C(=O)c2ccc([N+](=O)[O-])cc2)CC1 | x | -23
S=C1NC(c2ccccc2)=NCN1c1ccc(Br)cc1 | x | -5
O=C1N/C(=N\c2ccccn2)SC1Cc1ccccc1 (configuration not stated) | x | -4
O=C(NCCC(=O)N1CCNC1=O)OCc1ccccc1 | 94 | 2&-6
CC(=O)c1ccc(NC(=O)C2CC(=O)N(c3ccccc3)C2)cc1 (configuration not stated) | x | 5
CC(c1ccccc1)C1CC(=O)N(c2ccc(I)cc2)C1=O (configuration not stated) | x | 4
COc1ccc(-c2cnn(-c3ccccc3)c2N)cc1OC | 91 | 1
COc1cccc(C(c2nnnn2Cc2ccccc2)N2CCN(C(=O)c3ccco3)CC2)c1OC (configuration not stated) | 95 | 1
CCc1c(C)sc(NC(=O)C2C3CCC(C3)C2C(=O)O)c1C(=O)OC(C)C (configuration not stated) | x | 3
Cc1ccnc(NC(=O)CN(C)S(=O)(=O)c2cccc3nsnc23)c1 | 123 | 11
C=CCn1c2ccccc2c2nnc(SCCN3CCCCC3)nc21 | x | -7
Cc1ccc(OCC(=O)Nc2ccc(O)c(-c3nc4cc(C)c(C)cc4o3)c2)cc1C | x | 3
O=C1NC(=O)N(c2ccccc2)C(=O)/C1=C\c1ccc(-c2ccc([N+](=O)[O-])cc2Br)o1 | x | -4
Cc1ccc(C2=C/C(=C/c3cc4c(cc3[N+](=O)[O-])OCO4)C(=O)O2)cc1 | x | 6
Cc1ccccc1C(=O)c1ccc2c(c1)n(C)c(=O)n2C | 112 | 1
CC(=O)Cc1nsc(NC(=O)c2c(-c3ccccc3Cl)noc2C)n1 | 139 | 3
Cc1ccc(OCCNc2cc(N3CCN(C)CC3)ccc2[N+](=O)[O-])cc1C | x | -5
CCOc1ccc(NC(=NS(=O)(=O)c2ccccc2)Nc2nc(C)cc(C)n2)cc1 | 342 | x
Cc1nnc(C)n1/N=C\c1ccc(F)cc1 | x | 9
Cc1ccc([N+](=O)[O-])cc1Cc1cc(Cl)ccc1Cl | x | -10
Cc1ccc(-c2csc(NC(=O)c3ccc4c(c3)OCO4)n2)cc1 | x | 0

# More structures:
Compound | BAP1 block | HePTP inhibitor
O=C(NCc1ccco1)C(=O)Nc1ccc(Cl)c(C(F)(F)F)c1 | x | 10
COc1cccc(OCc2nc3ccccc3c(=O)n2N)c1 | x | -4
CCCCn1nnnc1NCc1cc(OC)c(OC)cc1OC | 103 | 7
CCOc1ccc(NS(=O)(=O)c2ccc(NS(C)(=O)=O)cc2)cc1 | 99 | 3
O=C(Nc1nnc(C2CCCCC2)s1)c1cccs1 | 94 | 1
Cc1cccc(-c2nnc(SCC#N)n2-c2ccccc2)c1 | 101 | -8
COc1ccc(NC(=O)CSC(N)=O)cc1 | x | 7
CCCNC[C@H](O)COc1ccccc1C(=O)CCc1ccccc1 | 96 | x
COc1ccc(S(=O)(=O)N2CCN(Cc3ccncc3)CC2)cc1 | x | 2
CSc1nc(-c2ccccc2)nc(N2CCN(C)CC2)c1C(C)=O | 105 | 5&-1
Cc1ccccc1C(=O)Nc1nnc(-c2ccc(F)cc2)o1 | 90 | -4
O=C(CN1CCCC1)N1CCCc2c1c(=O)oc1ccc(OCc3ccccc3)cc21 | 67 | -4
O=C(NCCN1CCCC1)C1CCN(S(=O)(=O)N2CCC3(CC2)OCCO3)CC1 | 106 | 4
Cc1cccc(C(=O)O/N=C(\N)c2ccc(Br)cc2)c1 | x | 7
COC(=O)C1=C(C)N(CC(C)C)C(=O)/C1=C\c1cccc(OC)c1O | x | 4
Cc1ccc(NC(=O)c2c(-c3ccccc3Cl)noc2C)c(C)c1 | x | 3
CC(C)NC(=O)CSc1nc2ccccc2n1-c1ccccc1 | 142 | -2
COc1nc(-c2ccccc2)c[n+](C)n1 | x | 4
O=C(CSc1nnc(-c2ccco2)n1Cc1ccccc1)OC1CCCCC1 | 85 | 4
CCn1c(=O)n(CC)c2cc(S(=O)(=O)N3CCc4ccccc43)ccc21 | 104 | 9
Cc1cc(C(=O)Nc2ccc(C(=O)O)cc2)c(C)o1 | x | -4
CC(C)CCOC(=O)C1C2C=CC3(CN(Cc4cccs4)C(=O)C13)O2 (configuration not stated) | 106 | -4
O=P(O)(O)c1ccccc1OCc1ccccc1 | 90 | -6
Cc1ccc(-c2nnc(CSc3nnc4c5c(C)c(C)sc5nc(C(C)C)n34)o2)cc1 | 93 | 3
CCCSc1nnc2n(Cc3ccccc3)c(=O)c3c4c(sc3n12)CCC4 | 107 | 5

# Part of the list above, with two lines to a compound.
# Order of values – BAP1 block	HePTP inhibitor
- COc1cccc(OCc2nc3ccccc3c(=O)n2N)c1
    x	-4
- CCCCn1nnnc1NCc1cc(OC)c(OC)cc1OC
    103	7
- CCOc1ccc(NS(=O)(=O)c2ccc(NS(C)(=O)=O)cc2)cc1
    99	3
- O=C(Nc1nnc(C2CCCCC2)s1)c1cccs1
    94	1
- Cc1cccc(-c2nnc(SCC#N)n2-c2ccccc2)c1
    101	-8
- COc1ccc(NC(=O)CSC(N)=O)cc1
    x	7
- CCCNC[C@H](O)COc1ccccc1C(=O)CCc1ccccc1
    96	x
- COc1ccc(S(=O)(=O)N2CCN(Cc3ccncc3)CC2)cc1
    x	2
- CSc1nc(-c2ccccc2)nc(N2CCN(C)CC2)c1C(C)=O
    105	5&-1
- Cc1ccccc1C(=O)Nc1nnc(-c2ccc(F)cc2)o1
    90	-4
- O=C(CN1CCCC1)N1CCCc2c1c(=O)oc1ccc(OCc3ccccc3)cc21
    67	-4
- O=C(NCCN1CCCC1)C1CCN(S(=O)(=O)N2CCC3(CC2)OCCO3)CC1
    106	4
- Cc1cccc(C(=O)O/N=C(\N)c2ccc(Br)cc2)c1
    x	7
- COC(=O)C1=C(C)N(CC(C)C)C(=O)/C1=C\c1cccc(OC)c1O
    x	4
- Cc1ccc(NC(=O)c2c(-c3ccccc3Cl)noc2C)c(C)c1
    x	3
- CC(C)NC(=O)CSc1nc2ccccc2n1-c1ccccc1
    142	-2

# Additional structures
Compound | BAP1 block | HePTP inhibitor
CCN1CCCC1CNC(=O)c1c(O)c2c([nH]c1=O)CCCC2 (configuration not stated) | 106 | 10
O=C(CN1C(=O)c2ccccc2C1=O)NCc1ccc(C(=O)O)cc1 | x | -4
Cc1cccc(CC(C(=O)O)C(C)C(=O)O)c1 (configuration not stated) | 59 | -8
O=C1c2ccc([N+](=O)[O-])cc2C(=O)N1c1ccc(Cl)cn1 | x | 1
CC1(C)NC(=O)N(CC(O)CN(Cc2ccccc2)Cc2ccccc2)C1=O (configuration not stated) | 62 | 7
O=S(=O)(c1ccc(F)c(F)c1)N1CCN(Cc2ccc3c(c2)OCO3)CC1 | 92 | 6
O=S(=O)(c1ccc(-c2csc(-c3cccnc3)n2)cc1)N1CCCC1 | 112 | -4
COc1ccc(Br)cc1CN1CCN(C(=O)c2ccc(-c3ccccc3)cc2)CC1 | x | 10
c1ccc(-n2cccc2CNC2CCCCC2)cc1 | 103 | 5
CN(C(=O)c1ccccn1)c1nnc(-c2ccccn2)s1 | 361 | 11
O=S(=O)(c1ccc(Cl)s1)N1CCN(Cc2ccccc2)CC1 | 99 | x
CN1C(=O)/C(=c2\sc3nc(-c4ccccc4)c(-c4ccccc4)n3c2=O)c2ccccc21 | x | 0
Cc1ccc(Cc2ccccc2C(=O)O)cc1Cl | x | 9
O=C(O)CN1C(=O)/C(=C\c2ccccc2Sc2ccc(Cl)cc2)SC1=S | x | 26
COc1cccc(C2/C(=C(\O)c3ccccc3)C(=O)C(=O)N2Cc2cccnc2)c1 (configuration not stated) | x | -9
O=C(NCC1CCCO1)c1cnn2c1NC(c1ccccc1)CC2C(F)(F)F (configuration not stated) | 90 | 9
O=c1/c(=C/c2ccc3c(c2)OCO3)sc2nc3ccccc3n12 | x | -7
COc1ccc(Cn2c(=O)[nH]c3cc(C(=O)NCc4ccc5c(c4)OCO5)ccc3c2=O)cc1 | x | -9
CCN(CC)C(=O)C[n+]1ccc(C(N)=O)cc1 | 140 | x
CC(=O)Nc1ccc(NC(=O)c2cc(-c3ccccc3)nc3ccccc23)cc1 | x | 3
